Source: PubChem (several laboratories)
TLR9-MyD88 block = inhibitors of TLR9-MyD88 association in cells, primary screen, cell-based, CHO, BLA complementation, fluorescence; AID 504734, 2011; CCF4 FRET ratio; inhibition, % at 4.98 µM; Toll-like receptor 9 (Homo sapiens) + Myeloid differentiation primary response protein …; 340,000 compounds, 0.21% hits;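 active = inhibition above the mean over all tested compounds plus 3 SD, cut at about 21% in these data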;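 note: 0% = DMSO only wells and 100% = clavulanate BLA inhibitor control wells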
ABCB6 inh MLPCN = ABCB6 transporter inhibitors, primary screen, K562-ABCB6 cells, flow cytometry, MLPCN library. ATP-binding cassette sub-family B member 6 (Homo sapiens), Q9NP58. fluorescence ratio to DMSO, % at 10 µM. 360,000 compounds, 0.19% hits. K562-ABCB6 porphyrin accumulation, 1 h; hits give low values;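 active = fluorescence ratio to DMSO below 75%, the collection mean minus 3 SD; inconclusive = too few cells collected in the well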;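 note: signal is porphyrin accumulated inside mitochondria; 100% equals median channel fluorescence of DMSO control wells; lower ratio means ABCB6 inhibition with less porphyrin fluorescence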
Target sequence (Q9NP58 whole entry, looked up): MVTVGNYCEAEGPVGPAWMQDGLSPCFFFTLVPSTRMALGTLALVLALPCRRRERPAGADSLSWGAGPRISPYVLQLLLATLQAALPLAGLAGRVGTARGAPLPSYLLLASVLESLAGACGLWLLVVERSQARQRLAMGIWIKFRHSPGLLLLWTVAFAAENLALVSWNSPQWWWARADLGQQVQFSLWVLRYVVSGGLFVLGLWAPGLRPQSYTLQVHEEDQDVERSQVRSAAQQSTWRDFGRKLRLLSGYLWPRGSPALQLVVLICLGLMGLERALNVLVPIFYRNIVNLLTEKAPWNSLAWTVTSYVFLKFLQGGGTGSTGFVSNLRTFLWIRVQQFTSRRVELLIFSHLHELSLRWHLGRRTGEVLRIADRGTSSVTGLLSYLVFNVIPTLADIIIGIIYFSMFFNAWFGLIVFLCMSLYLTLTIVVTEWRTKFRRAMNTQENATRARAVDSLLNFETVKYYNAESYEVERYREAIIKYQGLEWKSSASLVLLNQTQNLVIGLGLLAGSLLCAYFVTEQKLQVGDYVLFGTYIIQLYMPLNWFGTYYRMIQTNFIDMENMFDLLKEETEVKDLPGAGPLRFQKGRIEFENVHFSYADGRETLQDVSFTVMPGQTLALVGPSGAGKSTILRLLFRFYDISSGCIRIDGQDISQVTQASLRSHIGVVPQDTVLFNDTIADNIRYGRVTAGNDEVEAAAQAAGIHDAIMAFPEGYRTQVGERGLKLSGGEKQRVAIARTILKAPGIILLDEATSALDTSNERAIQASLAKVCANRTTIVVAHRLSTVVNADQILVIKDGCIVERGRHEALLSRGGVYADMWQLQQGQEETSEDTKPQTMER
N-glyco inh = increase of ERlucT glycosylation luciferase signal, primary screen, N-linked glycosylation inhibitor project, D54 ERlucT cells, luminescence, set 2; D54 ERlucT glycosylation luciferase reporter, 24 h; percent of 100 nM tunicamycin response; reporter increase, % at 12.5 µM; 360,000 compounds, 0.23% hits; AID 588692, 2011;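 active = mean luciferase reporter signal, scaled so untreated is 0 and the glycosylation-blocking control 100, at or above a set limit in every replicate; inconclusive = mean reaches the limit but not every replicate does; inactive = mean below the limit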;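 note: luciferase carries N-glycosylation sites so blocking glycosylation raises the light; 0% = median of neutral control wells and 100% = median of 100 nM tunicamycin wells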
SRC2 inh = inhibition of GAL4-SRC2 driven luciferase reporter, primary screen, SRC2 inhibitor project, cell-based, luminescence; inhibition, % at 9 µM; HEK293 GAL4-SRC2 luciferase reporter; 370,000 compounds, 0.17% hits; Nuclear receptor coactivator 2 (Homo sapiens), Q15596;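 active = inhibition above the mean inhibition of all tested compounds plus 3 SD, set per campaign, cut at about 52% in these data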;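 note: 0% = DMSO treated cells and 100% = cells given Gossypol at 36 µM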
Cardio protect = cardioprotection against H2O2-induced cell death, primary screen, uHTS, H9c2 cells, ATPLite luminescence. H9c2 cardiomyocytes, H2O2 injury protection, 2 h. protection from H2O2 cell death, % at 20 µM. 360,000 compounds, 0.63% hits;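 active = compounds giving at least 50% protection of heart cells from peroxide-induced death in the single-dose screen, raw or plate-pattern-corrected value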;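 note: 0% = DMSO wells with peroxide and 100% = DMSO wells without peroxide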
m5-HT2A agonist = mouse Htr2a agonists via beta-arrestin recruitment, primary screen, cell-based, luminescence. 5-hydroxytryptamine receptor 2A (Mus musculus), P35363. CHO-K1 mHTR2A beta-arrestin complementation; percent of 30 µM serotonin response. activation, % at 7.6 µM. 360,000 compounds, 0.66% hits. AID 624169, 2012;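 active = activation above a run cutoff, the mean activation of all tested compounds plus 3 SD, cut at about 14% in these data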;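 note: 0% = plate median of compound wells and 100% = 30 µM serotonin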
NOD2-RIPK2 inh = NOD2-RIPK2 binding disruptors in cells, primary screen, fluorescence, CHO cells, BLA complementation; Receptor-interacting serine/threonine-protein kinase 2 (Homo sapiens), O43353; inhibition, % at 4.98 µM; 360,000 compounds, 0.38% hits; CCF4 ratio; in the data active = inhibition above about 21%;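 note: 0% = vehicle only and 100% = reference blocker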
MC4R ag barr = MC4R agonists recruiting beta-arrestin, primary screen, cell-based, luminescence, agonist arm of biased-ligand search | Melanocortin receptor 4 (Homo sapiens), P32245 | U2OS MC4R beta-arrestin complementation; percent of melanotan II response, DMSO zero | activation, % at 8.9 µM | 360,000 compounds, 0.98% hits | AID 540308, 2011;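 active = activation above a per-plate cutoff, the mean activation of sample wells on that plate plus 3 SD, cut at about 8% in these data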
ABHD5 PLIN5 PPI = ABHD5-PLIN5 interaction inhibitors, primary screen, cell lysate, split luciferase complementation, luminescence | Perilipin-5 (Homo sapiens) + 1-acylglycerol-3-phosphate O-acyltransferase ABHD5 (Homo … | Split G. princeps luciferase complementation, 4 h | inhibition, % at 4 µM | 360,000 compounds, 0.78% hits | AID 602281, 2012;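 active = inhibition above the mean inhibition across every tested compound plus 3 SD, cut at about 22% in these data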;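 note: 0% = DMSO only wells and the 100% control is not disclosed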
MC4R antag cAMP = MC4R antagonists of cAMP signaling, primary screen, cell-based, TR-FRET, antagonist arm of biased-ligand search | Melanocortin receptor 4 (Homo sapiens), P32245 | MC4R-expressing cells, MTII-stimulated cAMP, LANCE TR-FRET | inhibition, % at 6.5 µM | 360,000 compounds, 0.48% hits | AID 540295, 2011;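 active = inhibition above its plate's cutoff, the mean of tested wells on that plate plus 3 SD, cut at about 29% in these data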;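 note: 0% = Melanotan II alone and 100% = Melanotan II plus saturating MCL0020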
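Test system: U2OS cells stably expressing human melanocortin 4 receptor (MC4R); also added: Melanotan II challenge; compound: 6.5 µM single dose; timing: 30-min compound preincubation, 1-h Melanotan II challenge, 1-h detection, room temperature; signal: Eu-cAMP/anti-cAMP TR-FRET, emission 671 nm; repeats: one well per compound, no replicates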
* hit, by the source's call; ? = inconclusive; nt = not tested or not shown. This is a subset; rates above refer to the full screens.

Compound	TLR9-MyD88 block	ABCB6 inh MLPCN	N-glyco inh	SRC2 inh	Cardio protect	m5-HT2A agonist	NOD2-RIPK2 inh	MC4R ag barr	ABHD5 PLIN5 PPI	MC4R antag cAMP
C/C(=N\NC(=O)c1ccc2c(c1)OCO2)c1ccc(NS(C)(=O)=O)cc1	2	100	0	-11	2	-3	2	1.1	-2	0
COc1ccc(C=C2CCC3C(CCCC34OCCO4)C2=O)cc1 (centres undefined)	-4	94	1	-24	-5	2	-9	-1.3	-2	-3
Oc1ccc(/C=N/n2cc(-c3ccccc3)[nH]c2=S)cc1	-6	98	3	-35	24	1	3	-3.1	-2	-4
O=C(CCc1nc(-c2ccccc2)no1)NCc1ccccc1CN1CCOCC1	5	97	0	33	-9	-2	-4	0.0	11	6
Cc1ccccc1NC(=O)N1CCCC1C(=O)NCc1ccccc1 (centres undefined)	-7	100	1	-6	5	0	-5	1.8	-5	-1
Cc1cc(NC(=O)c2cnn3cccnc23)nn1CC(=O)Nc1cccnc1	-2	82	0	1	1	0	7	0.8	-3	-5
Cc1ccc(/C=C/C(=O)OCC(=O)NCc2cccs2)o1	-15	93	4	-8	3	-3	-4	-1.9	9	5
CCOc1c(OC)ccc2c3c(c(=O)oc12)CCCC3	12	88	0	5	-8	6	-5	-1.5	4	1
CC1CCN(Cc2nnnn2CCCC(=O)NCCc2cnn(C)c2)CC1	3	106	3	-13	1	16*	-4	0.9	3	7
CCc1cccc2c(/C=N/NC(=O)c3cccc(S(=O)(=O)Nc4ccccc4Cl)c3)c[nH]c12	-1	94	0	6	-4	-3	-15	-3.1	-4	23
CN(CCCC(=O)Nc1ccccc1)S(=O)(=O)c1ccc(Cl)cc1	0	91	-3	-23	2	3	-4	0.4	10	-4
CC(C)C(=O)Nc1cc(-c2nc3ncccc3o2)ccc1Cl	2	94	3	3	3	1	-4	-0.3	0	8
CCN(C(=O)c1c(C)noc1C)c1c(N)n(Cc2ccccc2)c(=O)[nH]c1=O	7	99	0	19	0	5	3	-1.7	2	0
COc1ccc2c(c1)c(=O)oc1c(C)c(OCC(=O)N3CCc4ccccc4C3)ccc12	-2	94	1	-12	-9	6	-10	-2.2	-6	16
O=C(NCCc1ccccc1)c1ccc(NCC2CCCO2)c([N+](=O)[O-])c1 (centres undefined)	-4	103	2	-39	13	-7	-4	-1.6	-2	6
N#Cc1nc(-c2ccco2)oc1N1CCC(C(N)=O)CC1	-4	99	0	-12	-2	-5	-3	-1.3	-7	2
CCCCNC(=O)C[C@@H]1C[C@@]2(C(=O)OC)CCCCC=C2N(Cc2cccc3ccccc23)C1=O	nt	100	nt	12	nt	13	-1	nt	7	nt
COc1cc(NC(=O)c2cc(-c3ccccc3)nc3c2cnn3C(C)C)cc(OC)c1OC	2	94	?	nt	6	0	-5	-0.2	0	19
COC(=O)c1ccc(N(CC(=O)NC2CCCC2)C(=O)CNC(=O)c2ccco2)cc1	-4	94	-1	8	-5	1	8	0.6	-1	2
Cn1cnnc1SCC(=O)NC1CCCCC1	10	95	1	-17	-1	8	0	-0.6	4	13

Carrying on:
Compound	TLR9-MyD88 block	ABCB6 inh MLPCN	N-glyco inh	SRC2 inh	Cardio protect	m5-HT2A agonist	NOD2-RIPK2 inh	MC4R ag barr	ABHD5 PLIN5 PPI	MC4R antag cAMP
CCOc1ccc(CC(=O)NCCc2cnc[nH]2)cc1	2	95	2	0	0	3	-3	-2.0	-7	-3
O=C1c2ccccc2C(=O)N1CC(O)COc1ccccc1Cl (centres undefined)	-8	98	0	-68	0	3	-1	-0.1	-1	-3
CCn1cc(S(=O)(=O)c2ccccc2)c(=O)c2cc(F)c(N3CCN(C)CC3)cc21	9	95	1	-23	2	2	-10	-1.3	2	6
O=C(COC(=O)/C=C/c1cccc(Cl)c1)NC1CC1	12	96	0	-4	-5	-11	-5	0.1	3	7
CCOc1ccccc1Nc1ccc2nonc2c1[N+](=O)[O-]	4	98	3	-7	0	-3	10	-2.3	-8	-15
CCc1ccc(NC(=O)c2ccc(C3SCC(=O)N3CCc3ccccc3)cc2)cc1 (centres undefined)	6	95	-1	4	-6	-4	8	-0.8	-4	1
S=C(NN=C(c1ccccc1)c1ccccn1)N(Cc1ccccn1)Cc1ccccn1	-2	102	-15	23	34	-1	-11	0.4	-12	7
CCCCN(C)CCC(=O)Nc1ccc(F)c(F)c1	-3	104	-2	5	5	0	-4	-1.3	2	3
CCn1c(Cc2cccs2)nnc1SCC(=O)Nc1ccc(OC)c(OC)c1	-5	103	-2	1	-5	2	2	-1.6	-1	8
CC1(C)Cc2c(C#N)c(SCC(=O)c3ccccc3)nc(N3CCOCC3)c2CS1	10	91	-3	2	8	3	6	-1.7	0	12
COc1ccc(-c2cc(-c3ccc(C)cc3)nc(SCc3nnc(-c4ccccc4)o3)c2C#N)cc1OC	-1	98	-6	12	-5	0	-4	-2.1	-2	-1
Cc1ccc(NC(=O)Nc2cnccn2)cc1Cl	0	91	1	-22	-5	3	-8	-0.1	7	-8
C=CCn1c(-c2ccc(Cl)cc2)c[nH]c1=S	-5	90	1	-3	-14	-5	-20	-1.1	-11	0
Cc1ccc2c(c1C)NC(=O)CC(c1ccccc1O)=N2	4	104	1	-7	-5	-2	0	2.6	9	10
O=C(CSC1=NS(=O)(=O)c2cc(F)ccc2N1)Nc1ccccc1	-8	103	1	-19	1	12	-9	2.1	15	-1
CC1CCN(C(=O)CSc2nncn2-c2ccccn2)CC1	-1	100	0	-44	0	0	-1	3.2	-5	15
CCN1C(=O)C(CC(=O)Nc2ccc(OC)cc2)N(CCCN2CCN(c3ccc(F)cc3)CC2)C1=S (centres undefined)	-8	100	4	16	9	-10	6	1.5	4	19
O=C(COC(=O)COc1ccc(Cl)cc1)Nc1ccc(N2CCOCC2)cc1	-6	95	1	-11	9	0	0	-1.6	1	4
COc1cc2c(cc1OC)[C@@H]1Cc3ccc(OC)c(OC)c3CN1CC2	15	96	0	-4	-6	-8	8	-2.2	9	2
O=[N+]([O-])c1ccc(N2CCN(CC3CCCCC3)CC2)cc1	9	98	2	0	0	-13	1	1.3	1	2

Further structures:
Compound	TLR9-MyD88 block	ABCB6 inh MLPCN	N-glyco inh	SRC2 inh	Cardio protect	m5-HT2A agonist	NOD2-RIPK2 inh	MC4R ag barr	ABHD5 PLIN5 PPI	MC4R antag cAMP
COc1cc(C(CCN2CCCC(C)C2)c2c(OC)cc(OC)c3c2OC(=O)CC3c2ccc(N(C)C)cc2)cc(OC)c1OC (centres undefined)	0	95	-6	nt	-10	-4	-2	2.1	5	-5
O=S(=O)(NCC1CCCO1)c1cccc2nsnc12 (centres undefined)	-9	96	0	1	3	7	1	0.2	-8	17
COc1ccc(-n2cnc3cc(N)ccc32)cc1	-5	100	-1	-4	9	-1	-9	-1.5	3	-3
CCn1ncc(CNC(=O)CCSc2nc(-c3ccco3)cc(C(F)(F)F)n2)c1C	10	96	-1	-3	3	1	3	-1.1	-2	1
COc1ccc(C(=O)Oc2cc(C(=S)N3CCOCC3)ccc2OC)cc1	-3	96	-1	-22	-3	2	-6	-1.1	-5	7
Cc1nc2ccn(Cc3ccccc3)c(=O)c2cc1C(=O)N1CCN(c2ccccc2)CC1	9	100	2	14	8	-3	5	2.5	12	-30
O=C(Nc1cc(Sc2nc3ccccc3s2)cc([N+](=O)[O-])c1)c1ccccc1F	2	96	-4	16	-11	4	-1	-1.6	-5	3
O=c1n(Cc2ccccc2Cl)c2sc3c(c2c2ncnn12)CCCC3	0	97	2	11	-5	4	-3	-0.1	5	12
CCCC(C)NC(=O)CN(Cc1ccco1)S(=O)(=O)c1ccccc1 (centres undefined)	-4	97	-2	-6	2	1	5	-2.1	-9	-3
CN(Cc1ccccc1N1CCCC1)C(=O)c1cc2cc(Cl)ccc2o1	-5	103	-3	-3	6	-9	0	0.8	-6	3
CCN1C(=O)/C(=C\c2ccc(-c3ccc([N+](=O)[O-])cc3OC)o2)SC1=Nc1cccc(C(=O)O)c1	1	102	0	-39	-6	-2	4	-2.2	1	-26
O=C1CCC(=O)N1c1ccc(-c2nc3ccccc3s2)cc1	1	106	-14	-39	-10	0	-8	-2.3	3	-1
CCC(C(=O)N1CCOCC1)n1c(C(=O)OC)cc2occc21 (centres undefined)	-7	107	2	5	4	4	-8	2.2	-6	17
Cc1ccc(NC(=O)CN(C)S(=O)(=O)c2cccc3cccnc23)c(C)c1	-13	97	-2	-14	-3	5	-10	1.3	6	11
COc1ccc([N+](=O)[O-])cc1NC(=O)C(C)OC(=O)Cn1[nH]c(=O)c2ccccc2c1=O (centres undefined)	3	97	1	7	58*	0	2	-1.3	1	13
